Source: PubChem
SUMO1 PPI mod = modulators of human SUMO1-mediated protein-protein interactions. inhibition, % at 20 µM. 360,000 compounds, 0.33% hits. SUMO1 binding to a labelled peptide, TR-FRET, 1 h; in the data active = inhibition above about 37%
Tb MetRS inh = Trypanosoma brucei MetRS inhibition. purified T. brucei MetRS, ATP depletion, Kinase-Glo luminescence. inhibition, % at 11.9 µM. 360,000 compounds, 0.4% hits;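 active = inhibition above a per-plate cutoff of the control wells' mean inhibition plus 3 SD, cut at about 5.5% in these data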;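 note: 0% = DMSO wells median and 100% = median of wells with control inhibitor compound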
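Dosing: 11.9 µM single point; system: parasite MetRS enzyme; technique: luminescence of leftover ATP; times: 15 min enzyme-compound preincubation, 2 h reaction, 10 min detection, 25 °C; replicates: each compound tested once; read-out basis: percent inhibition relative to median high and low control wells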
MsrA inhibitor = inhibitors of bovine MsrA; inhibition, % at 15.5 µM; purified bovine MsrA, absorbance read-out; 360,000 compounds, 0.75% hits; in the data active = inhibition above about 4.5%;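 note: 0% = vehicle wells with enzyme and 100% = reference inhibitor wells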
Scp1 inh = inhibitors of human Scp-1 phosphatase. 340,000 compounds, 0.88% hits. Recombinant Scp1, phosphopeptide, malachite green phosphate absorbance. inhibition, % at 20 µM. Q9GZU7;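 active = inhibition above about 50% at 20 µM, limit read from the data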;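 note: plate controls were DMSO wells with enzyme for no effect and wells lacking enzyme for full effect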
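System: SCP-1 catalytic domain; Reagent: Phospho 17-mer peptide substrate; Doses: one concentration, 20 µM, with 1.0% DMSO; Incubation: 45 min room-temperature reaction, 5 min colour, 30 min stabiliser; Signal: Phosphate-binding colour reagent, absorbance read at 630 nm.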
NadD block = NadD (S. aureus) enzyme inhibition | inhibition, % at 20 µM | AID 602399 | purified NadD enzyme, colorimetric absorbance read-out | 360,000 compounds, 0.78% hits; in the data active = inhibition above about 26%; note: some compounds past the cut are filed as inactive
Rpn11 block = Rpn11 (human) deubiquitinase inhibition; O00487; human 26S proteasome, Ub4-pepOG fluorescence polarization; 20S core pre-blocked with epoxomicin; calls only at 20 µM; 360,000 compounds, 0.59% hits; AID 588493;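 active = inhibition at 20 µM, scaled to each plate's controls, above about 33%, limit read from the data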
CSN inh = CSN deneddylation inhibition; Purified CSN, SCF-Nedd8-OG deneddylation, fluorescence polarization; inhibition, % at 12.5 µM; 360,000 compounds, 0.38% hits; AID 651999;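 active = pattern-corrected inhibition above about 35%, with an unprinted fluorescence ratio check between 0.5 and 1.5, limit read from the data, passing the limit was not always enough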;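 note: 0% = enzyme with substrate and 100% = substrate without enzyme; some results filed as inactive read as strong as hits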
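Assay system: purified human Csn5 enzyme expressed in HEK293T cells; Input: 0.24 nM Csn5 enzyme, final concentration; Reagent: 10 nM SCFSkp2-Nedd8OG; Compound dosing: 12.5 µM single point; Times: reaction 90 min, room temperature; Technique: fluorescence polarization readout.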
STEP inh = STEP (human) phosphatase inhibition; P54829; recombinant STEP, OMFP fluorogenic substrate, fluorescence; inhibition, % at 20 µM; 360,000 compounds, 0.25% hits; AID 588621;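 active = inhibition at 20 µM, scaled per plate between control wells, above about 37%, limit read from the data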;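 note: 0% = DMSO with enzyme and substrate and 100% = substrate only without enzyme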
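System: STEP (striatal-enriched tyrosine phosphatase) enzyme, cell-free; medium: Bis-Tris pH 6.0 buffer with DTT, detergent; dosing: 20 µM, 1% DMSO; times: reaction 20 min, ambient temperature; detection: fluorescence, 480/540 nm; read-out basis: normalized % inhibition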
DNMT1 block = DNMT1 (human) enzyme inhibition. DNMT1 molecular beacon, Hinp1I cleavage, fluorescence. inhibition (reported as % activation of signal), % at 10 µM. 360,000 compounds, 0.83% hits. AID 588458; in the data active = inhibition above about 50%
Target sequence (P26358 504-1616 limits assumed): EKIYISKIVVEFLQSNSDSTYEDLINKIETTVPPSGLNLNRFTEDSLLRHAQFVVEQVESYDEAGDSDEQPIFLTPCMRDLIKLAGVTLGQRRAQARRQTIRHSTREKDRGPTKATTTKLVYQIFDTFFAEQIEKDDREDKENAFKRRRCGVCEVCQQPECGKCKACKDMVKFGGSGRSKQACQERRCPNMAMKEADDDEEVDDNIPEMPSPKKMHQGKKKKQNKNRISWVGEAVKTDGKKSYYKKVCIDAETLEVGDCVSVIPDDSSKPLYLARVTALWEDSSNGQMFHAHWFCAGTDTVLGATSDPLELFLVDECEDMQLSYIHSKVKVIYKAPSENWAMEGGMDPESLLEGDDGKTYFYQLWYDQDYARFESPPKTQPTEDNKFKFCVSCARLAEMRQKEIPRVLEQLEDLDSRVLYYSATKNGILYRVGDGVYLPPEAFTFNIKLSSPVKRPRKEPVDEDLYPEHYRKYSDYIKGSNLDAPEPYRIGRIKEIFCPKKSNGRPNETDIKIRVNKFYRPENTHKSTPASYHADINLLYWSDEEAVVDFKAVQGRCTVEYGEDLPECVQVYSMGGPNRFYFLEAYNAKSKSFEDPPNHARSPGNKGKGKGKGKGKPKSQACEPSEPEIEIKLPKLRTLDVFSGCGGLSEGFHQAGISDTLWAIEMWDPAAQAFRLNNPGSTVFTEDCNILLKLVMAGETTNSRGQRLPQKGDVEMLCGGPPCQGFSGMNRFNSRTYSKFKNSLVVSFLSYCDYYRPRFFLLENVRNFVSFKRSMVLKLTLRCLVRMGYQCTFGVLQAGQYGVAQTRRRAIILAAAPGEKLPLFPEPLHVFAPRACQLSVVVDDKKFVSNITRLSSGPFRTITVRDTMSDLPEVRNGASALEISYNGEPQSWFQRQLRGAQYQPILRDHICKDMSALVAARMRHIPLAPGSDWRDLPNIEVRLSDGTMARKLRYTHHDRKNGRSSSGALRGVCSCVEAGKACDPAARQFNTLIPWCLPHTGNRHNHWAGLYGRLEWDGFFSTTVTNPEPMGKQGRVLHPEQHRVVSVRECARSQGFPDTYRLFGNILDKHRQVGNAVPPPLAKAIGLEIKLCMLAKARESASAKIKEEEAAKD
LMPTP inh = LMPTP (human) inhibition. recombinant LMPTP-A, OMFP fluorogenic substrate, fluorescence intensity. inhibition, % at 20 µM. P24666. 360,000 compounds, 0.22% hits;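 active = compounds that cut the enzyme signal by at least half of the control window in the single-dose screen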;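 note: plate controls were DMSO wells with enzyme plus substrate for no effect and substrate without enzyme for full effect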
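Buffer or medium: Bis-Tris pH 6.0, DTT, detergent; Assay system: LMPTP-A enzyme; Quantity: 0.625 nM enzyme; Detection: endpoint fluorescence intensity; Times: 50 min dark incubation at room temperature; Controls: substrate-only low control, DMSO enzyme-plus-substrate high control; Doses: single 20 µM dose; Read-out: percent inhibition versus substrate-only and uninhibited controls; Reagent: 400 µM OMFP.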
* = called active by the depositor; i = inactive; . = no result given.

The line under a structure holds: SUMO1 PPI mod, Tb MetRS inh, MsrA inhibitor, Scp1 inh, NadD block, Rpn11 block, CSN inh, STEP inh, DNMT1 block, LMPTP inh
- Cc1ccc(C(=O)NC2CCN(C(=O)Nc3ccccc3Cl)CC2)cc1
→ -1, -0.7, 0.1, -4, 4, i, -2, -1, 0, -1.3
- C[C@H]1CN([C@@H](C)CO)C(=O)CCCn2nncc2CO[C@@H]1CN(C)C(=O)NC1CCCCC1
→ 4, 0.5, 1.7, ., -2, i, 1, 0, 6, -0.8
- CC1(C)CC(=O)C(C(C2=C(O)CC(C)(C)CC2=O)c2ccco2)C(=O)C1 (centres undefined)
→ 4, -0.1, 1.5, -4, 2, i, -5, -2, 5, -2.4
- COc1cc(CC(C#N)(CO)c2nc3ccccc3[nH]2)ccc1OC(F)F (centres undefined)
→ -2, 1.0, -0.2, -2, -5, i, 5, -4, -1, 0.3
- Cc1ccc(S(=O)(=O)N2CC(CO)=CCC2c2ccccc2)cc1 (centres undefined)
→ 0, -0.7, 0.5, ., ., ., -1, ., ., -1.0
- CCn1ncc(S(=O)(=O)NCc2ccco2)c1C
→ 9, 0.3, -0.6, 7, -3, i, 1, 9, 7, -0.2
- CSc1ccc(Cl)c(C(=O)N2CCOc3ccccc32)c1
→ 0, 0.9, 0.2, -10, -4, i, 0, 0, -2, 1.6
- Cc1cn(C2CC(O)C(O)C(CO)O2)c(=O)[nH]c1=O (centres undefined)
→ 5, -0.3, 1.6, ., 1, i, -1, 4, -2, -0.9
- COC(=O)CSc1nc2c(c(=O)[nH]c(=O)n2C)n1CCC(C)C
→ 1, -0.5, -0.9, -3, -1, i, 2, -6, 1, -1.2
- CC(C(=O)Nc1nc(-c2ccc(F)cc2)cs1)N1C(=O)C2CC=CCC2C1=O (centres undefined)
→ 0, -0.3, -0.7, -6, 0, i, 0, -2, -4, 0.6
- CCOc1ccc(NC(=O)C2CC(=O)N(c3ccccc3F)C2)cc1 (centres undefined)
→ 0, -0.4, -0.5, 4, -2, i, -1, 1, 0, -0.6
- O=C(Nc1ccc(C(=O)N2CCCC2)cc1)C1CCCCC1
→ -2, -1.3, 0.6, 0, -5, i, 4, 1, 3, -1.8
- Cc1nn(S(=O)(=O)c2ccccc2)c(C)c1S(=O)(=O)N1CCC(C)CC1
→ 5, 0.1, -0.2, -9, -4, i, -2, 0, 1, -1.9
- CCn1c2ccccc2c2nnc(SCc3ccccc3)nc21
→ -4, -0.1, 0.8, -3, 6, i, -4, 6, 0, 5.1
- CCCCn1nc2cc(C(=O)NCc3cc(C(F)(F)F)cc(C(F)(F)F)c3)ccc2c1OC
→ 7, -0.1, -0.3, -3, 9, i, 2, -1, -5, 1.4
- Cc1cccc(S(=O)(=O)NC(=O)C2(C)CCN2C(=O)c2cccc(F)c2)c1 (centres undefined)
→ -1, 0.0, 1.1, ., -6, i, 2, -1, 2, -2.2
- CN1CCN(C(CNC(=O)C(=O)Nc2ccc3c(c2)OCCO3)c2ccc(F)cc2)CC1 (centres undefined)
→ -4, -0.4, -0.6, -1, -6, i, -4, -1, -2, 0.1
- C[C@H](CO)N1C[C@H](C)[C@@H](CN(C)C(=O)NC2CCCCC2)Oc2c(NC(=O)Nc3ccc4c(c3)OCO4)cccc2C1=O
→ 0, -0.2, -0.5, 1, 12, i, 2, -2, 1, -0.2
- O=c1c2ccccc2sc2nc(CCl)nn12
→ 0, -0.1, 1.4, -8, -3, i, -1, 1, 4, -1.3
- Cc1cc(C(C)(C)C)cc(S(=O)(=O)NCC(=O)O)c1C
→ -3, -1.3, -0.1, 9, -3, i, -1, -2, -1, -1.6

Some of the entries so far, in markdown.
| Compound | SUMO1 PPI mod | Tb MetRS inh | MsrA inhibitor | Scp1 inh | NadD block | Rpn11 block | CSN inh | STEP inh | DNMT1 block | LMPTP inh |
| --- | --- | --- | --- | --- | --- | --- | --- | --- | --- | --- |
| Cc1cccc(S(=O)(=O)NC(=O)C2(C)CCN2C(=O)c2cccc(F)c2)c1 (centres undefined) | -1 | 0.0 | 1.1 | . | -6 | i | 2 | -1 | 2 | -2.2 |
| CCCCn1nc2cc(C(=O)NCc3cc(C(F)(F)F)cc(C(F)(F)F)c3)ccc2c1OC | 7 | -0.1 | -0.3 | -3 | 9 | i | 2 | -1 | -5 | 1.4 |
| Cc1cc(C(C)(C)C)cc(S(=O)(=O)NCC(=O)O)c1C | -3 | -1.3 | -0.1 | 9 | -3 | i | -1 | -2 | -1 | -1.6 |

The list goes on.
The line under a structure holds: SUMO1 PPI mod, Tb MetRS inh, MsrA inhibitor, Scp1 inh, NadD block, Rpn11 block, CSN inh, STEP inh, DNMT1 block, LMPTP inh
- Cc1ccc(NC(=O)COC(=O)COc2ccc(Cl)cc2)c([N+](=O)[O-])c1
→ -17, 1.0, -0.3, 4, -7, i, -10, -1, 0, 1.7
- O=C(CNC(=O)c1cccs1)NCC(=O)OCc1ccc(Cl)cc1
→ -2, 0.7, 0.4, -5, 4, i, 3, 2, 4, -0.5
- N#Cc1cn(CC(=O)NCCc2c[nH]c3ccccc23)c2ccccc12
→ -3, -0.1, -0.1, -8, -3, i, -6, -2, -1, -0.4
- N#Cc1ccc(C23CC4(C2)[C@H](CN(Cc2ccc(-c5ccccc5)cc2)[C@@H]4c2ccccc2)C3c2ccc(Cl)nc2)cc1 (some centres undefined)
→ 5, 0.1, 0.3, 3, 29, i, 1, 6, 2, 1.8
- CC1=NN(C(=O)CCc2ccccc2O)C(O)(C(F)(F)F)C1 (centres undefined)
→ -4, 1.0, -0.3, 63*, 18, i, 5, -3, 0, -1.0
- CC(OC(=O)/C=C/c1ccccc1)C(=O)Nc1ccc2c(c1)OCCO2 (centres undefined)
→ -2, 0.3, -0.7, -11, -6, i, -4, -2, 1, 0.9
- COc1ccc(NC(=O)c2cn(CCC#N)nc2-c2cccs2)cc1
→ -1, -0.1, 0.8, -6, 3, i, -3, -2, 0, -1.5
- COc1cc(C(O)c2nc(-c3ccccc3C)cs2)ccc1F (centres undefined)
→ 2, -0.2, 1.0, ., -10, i, -3, -3, 1, -0.2
- CC(=O)Nc1ccc(S(=O)(=O)N(C)CC(=O)Nc2ccc(Br)cc2F)cc1
→ 25, -0.7, -0.5, 5, -4, i, 0, -2, 1, 0.2
- CCN1CCN(C(=O)c2cc3c(=O)n(C)c4ccccc4c3n2C)CC1
→ 1, -0.2, 0.4, 0, 4, i, -4, -1, 1, 2.3
- O=C(COC(=O)C12CC3CC(CC(O)(C3)C1)C2)Nc1ccc(OC(F)F)cc1
→ 4, -0.3, -0.9, 7, -3, i, -1, -2, 0, -0.1
- Cc1ccc(C)c2c1c1ccccc1n2C
→ -9, 2.4, 0.6, -10, 4, i, 4, -2, -1, 1.1
- CCOc1ccc(S(=O)(=O)N2CCN(C(=O)c3ccc(-n4cncn4)c([N+](=O)[O-])c3)CC2)cc1
→ -29, 1.0, 2.0, -10, 5, i, -3, 2, -2, 0.6
- CCOc1ccc(-c2nnc(N)o2)cc1
→ -6, -0.4, -1.2, -10, 0, i, -1, 3, 4, -2.0
- Cc1nn(C)c(Oc2cccc(C(F)(F)F)c2)c1C#N
→ -2, -0.2, -0.6, -10, -5, i, -6, 1, 4, -0.3
- CC(NC(=O)COC(=O)c1ccc2c(c1)S(=O)(=O)N=C1CCCCCN12)C12CC3CC(CC(C3)C1)C2 (centres undefined)
→ 1, 0.0, 0.4, -5, 5, i, 0, 0, 18, -0.8
- CCC(CC)NC(=O)CCCSc1nc2ccccc2[nH]1
→ 0, 1.1, -1.7, 0, 5, i, -5, -2, 1, 0.0
- COc1cc(C#N)ccc1OCC(=O)Nc1cccc(S(=O)(=O)N(C)c2ccccc2)c1
→ 2, -0.3, 0.0, ., 0, i, 5, 3, -11, -0.2
- CCN(CC)S(=O)(=O)c1ccc(OC)c(NC(=O)/C=C/c2ccco2)c1
→ -11, 0.4, 0.8, 11, 6, i, 2, 3, -2, 3.7
- CCN(CC)S(=O)(=O)c1ccc(S(=O)(=O)N(CC(=O)Nc2ccccc2)Cc2ccco2)cc1
→ 8, -0.2, -0.7, -8, -7, i, 5, 0, -2, 2.0
- Clc1ccc(CN2C3=NCCCN3c3ccccc32)cc1Cl
→ -3, 5.0, -0.7, -2, 2, i, 3, 0, -1, 0.8
- CCCCc1c(C)nn(-c2nnc3c4ccccc4n(C)c3n2)c1C
→ -7, -1.2, 1.8, 0, 9, i, 4, -8, 25, 3.3
- CCC1(CC)C(=O)NC(=O)NC1=Nc1ccccc1
→ 3, -0.3, -0.1, 2, 0, i, 4, -3, -2, -0.8
- CN(CC(=O)Nc1cc(Cl)ccc1-n1cncn1)Cc1ccccc1N1CCOCC1
→ -3, 0.3, 0.0, ., -4, i, 0, -1, 0, -0.8
- CCN(CC)S(=O)(=O)c1ccc(OC)c(NC(=O)c2ccc(-n3cncn3)c([N+](=O)[O-])c2)c1
→ -34, 37*, -0.7, -15, 7, i, -1, -2, -1, 1.4
- CN(CC(=O)Nc1ccc(F)cc1)C(=O)c1cccc(S(=O)(=O)N2CCN(c3ccc(F)cc3)CC2)c1
→ 6, -0.2, 1.7, -3, 7, i, -3, 1, 1, 1.0
- COC(=O)C1=C(C(=O)OC)[C@@H]2N(C)c3ccc(OC)cc3[C@@]23C[C@@H](C(=O)OC)N=C3N1
→ 1, 0.2, 0.9, -2, -2, i, -1, -1, -3, -1.9
- CCOC(=O)C1=C(COC(=O)c2ccc(OC)c(OC)c2OC)NC(=O)NC1C (centres undefined)
→ 18, -0.5, 0.4, 4, -6, i, -1, 0, 13, -0.8
- Cc1cc(C)n(-c2ccc(C(=O)OCC(=O)c3c(N)n(C)c(=O)n(C)c3=O)cc2)n1
→ 7, -0.7, -0.5, -1, 7, i, 0, 1, -2, -0.6
- COc1ccccc1C(=O)Nc1ccnn1C1CCN(C(=O)c2cnsn2)CC1
→ 4, -0.4, 0.3, -5, -5, i, 4, -2, 1, -0.3
